# Compound activity from PubChem.
# M1AAP inhibition: P. falciparum M1AAP inhibitors, biochemical, fluorogenic H-Leu-NHMec substrate, 1536-well (AID 1445) | recombinant M1AAP, H-Leu-NHMec fluorogenic kinetic assay; higher % means a stronger effect | inhibition, % at 30 µM; hits with a dose series show IC50 in µM | 0.42% of 220,000 active;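 active = primary inhibition above the hit cutoff, then over 50% inhibition at one or more dose response concentrations, cut at about 23% in these data, passing the limit was not always enough; inconclusive = conflicting primary data, or primary hits not chosen for dose response; inactive = low primary inhibition, or under 50% at every dose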;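 also: plate controls were DMSO full reaction for no effect and no enzyme background for full effect; strong numbers were not always called active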
# P. falciparum M17LAP: P. falciparum M17LAP inhibitors, primary screen, biochemical, fluorogenic H-Leu-NHMec substrate, 1536-well (AID 1619). inhibition, % at 30 µM, or IC50 in µM where a hit was titrated. 0.38% of 220,000 active. recombinant M17LAP, H-Leu-NHMec fluorogenic kinetic assay; higher % means a stronger effect;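 active = compound inhibiting the enzyme by more than half at any dose during confirmatory dose-response retesting; inconclusive = strong single-dose inhibitors picked by rank but not retested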;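 also: plate controls were full reaction with DMSO carrier for no effect and no enzyme background for full effect; strong numbers were not always called active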
# CSM14.1 death rescue: protection against thapsigargin-triggered cell killing – 384-well, CSM14.1, ATP luminescence, primary screen (AID 1222); 190,000 tested, under 10 active; cellular ATP content (survival), % at 20 µM; hits with a dose series show EC50 in µM; CSM14.1 thapsigargin-induced death rescue, ATP luminescence; higher % means a stronger effect;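 active = EC50 below 50 µM in the dose-response confirmation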;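 also: death triggered by thapsigargin at about 15 µM added after 2 h compound pretreatment; cell ATP read after overnight thapsigargin exposure of roughly 18 to 22 hours; normalized against plate controls of thapsigargin alone and 5% DMSO vehicle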
# SIAH1 antagonists: Siah-1 peptide-binding antagonists, primary screen, biochemical, fluorescence polarization, rhodamine-plectin, uHTS (AID 1817); Siah-1 / rhodamine-plectin peptide fluorescence polarization; higher % means a stronger effect; one-dose displacement, % at 20 µM; IC50 in µM for titrated hits; 0.02% of 290,000 active;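 active = displacement of at least 50% at 20 µM, with a fluorescence ratio check between 0.3 and a set limit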;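 also: plate controls were Siah plus tracer with DMSO for no effect and tracer alone without Siah for full effect; strong numbers were not always called active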
# Salmonella PhoP GFP: PhoP-dependent GFP reporter repression – Salmonella Typhimurium, primary screen (AID 1863) | S. Typhimurium PhoP-regulated promoter GFP reporter, 4 h; higher % means a stronger effect | one-dose inhibition, % at 50 µM; IC50 in µM for titrated hits | 0.16% of 300,000 active;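 active = inhibition over 29.93%, a cutoff 3 SD above the screen mean, later confirmed by dose response; inconclusive = inhibition over 29.93% but no dose response follow-up; inactive = inhibition at most 29.93% or unconfirmed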;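 also: 0% = low Mg2+ inducing control and 100% = high Mg2+ repressing control; strong numbers were not always called active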
# Yfh1-depleted yeast: enhancers of respiration in Yfh1-depleted yeast, dose response, Friedreich's ataxia, plus single-dose screen (AID 1465); S. cerevisiae Yfh1-off respiration, WST-1 reduction, 72 h; higher fold induction means a stronger effect; fold induction at 50 µM; hits with a dose series show EC50 in µM; 0.074% of 220,000 active;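 active = fold induction of absorbance versus untreated yeast above a set limit, then at least 30% activation at any dose in follow-up; inconclusive = repeats straddling the limit, or above it without dose testing; inactive = fold induction below the set limit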;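 also: activators that raise dye reduction in frataxin-depleted yeast; strong numbers were not always called active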
# PMI inhibition: human PMI inhibitors, high substrate, primary screen, biochemical, fluorescence intensity, high mannose 6-phosphate (AID 1220); recombinant PMI enzyme, coupled fluorescence intensity; higher % means a stronger effect; 0.66% of 190,000 active; inhibition, % at 20 µM, or IC50 in µM where a hit was titrated; in the data active = inhibition above about 50%
# West Nile virus CPE: West Nile virus antiviral activity, cell-based, CPE readout (AID 1621); one-dose CPE inhibition, % at 10 µM; IC50 in µM for titrated hits; West Nile virus-infected cells, CPE inhibition; higher % means a stronger effect; 0.02% of 290,000 active; in the data active = a potency from the dose series; inconclusive = CPE inhibition mostly from about 3.7% at the one dose, without a potency; inactive = the rest, 99 in 100 with CPE inhibition below about 2.2%; also: strong numbers were not always called active
# XIAP displacement: XIAP antagonists, biochemical, IAP family, fluorescence polarization (AID 1018); XIAP BIR domain, fluorescence polarization peptide displacement; higher % means a stronger effect; one-dose displacement, % at 20 µM; IC50 in µM for titrated hits; 0.007% of 200,000 active; in the data active = displacement above about 50%; also: a part of the inactive calls stands beside numbers as strong as those of hits
# The depositor's hits bear a star; i = inactive; ? = inconclusive; · = not tested or not shown.
# Preview:
# Under each structure: M1AAP inhibition | P. falciparum M17LAP | CSM14.1 death rescue | SIAH1 antagonists | Salmonella PhoP GFP | Yfh1-depleted yeast | PMI inhibition | West Nile virus CPE | XIAP displacement
> CCC(=O)Nc1ccc(C(=O)N/N=C/c2cccnc2)cc1
 : 10% | 16% | -0.5% | -3% | 2% | i | 0% | -0.2% | -5.4%
> COc1ccc(-c2nc3nc(N)nn3cc2C)cc1F
 : 1% | -5% | 3.0% | -2% | -5% | i | 8% | 0.8% | -1.4%
> C/C(N)=C(/C#N)C(=O)COC(=O)CCS(=O)(=O)c1ccccc1
 : -5% | -7% | -2.5% | -1% | -5% | · | 7% | · | -1.1%
> O=C(c1cccc(F)c1)N1CCC(N2CCOCC2)CC1
 : -2% | 6% | 7.4% | 4% | 2% | i | 8% | 0.2% | -7.3%
> COc1ccc(-c2cnnn2-c2ccc(NC(=O)c3ccc(S(=O)(=O)N4CCCCC4)cc3)cc2)cc1
 : 3% | -12% | -1.1% | 9% | ? | i | 9% | -1.4% | -5.8%
> Cc1cc(N)n(-c2ccc(S(=O)(=O)N3CCOCC3)cc2[N+](=O)[O-])n1
 : -2% | -2% | · | -6% | 2% | i | · | 0.5% | ·

# Main list (from the top)
# Under each structure: M1AAP inhibition | P. falciparum M17LAP | CSM14.1 death rescue | SIAH1 antagonists | Salmonella PhoP GFP | Yfh1-depleted yeast | PMI inhibition | West Nile virus CPE | XIAP displacement
> CCC(=O)Nc1ccc(C(=O)N/N=C/c2cccnc2)cc1
 : 10% | 16% | -0.5% | -3% | 2% | i | 0% | -0.2% | -5.4%
> COc1ccc(-c2nc3nc(N)nn3cc2C)cc1F
 : 1% | -5% | 3.0% | -2% | -5% | i | 8% | 0.8% | -1.4%
> C/C(N)=C(/C#N)C(=O)COC(=O)CCS(=O)(=O)c1ccccc1
 : -5% | -7% | -2.5% | -1% | -5% | · | 7% | · | -1.1%
> O=C(c1cccc(F)c1)N1CCC(N2CCOCC2)CC1
 : -2% | 6% | 7.4% | 4% | 2% | i | 8% | 0.2% | -7.3%
> COc1ccc(-c2cnnn2-c2ccc(NC(=O)c3ccc(S(=O)(=O)N4CCCCC4)cc3)cc2)cc1
 : 3% | -12% | -1.1% | 9% | ? | i | 9% | -1.4% | -5.8%
> Cc1cc(N)n(-c2ccc(S(=O)(=O)N3CCOCC3)cc2[N+](=O)[O-])n1
 : -2% | -2% | · | -6% | 2% | i | · | 0.5% | ·
> COc1ccc(/C=C/C(=O)c2cc3cccc(OC)c3oc2=O)cc1
 : 14% | 7% | -0.9% | -5% | -3% | · | 24% | · | -4.9%
> CC(=O)Cc1nsc(NC(=O)c2cccs2)n1
 : 2% | 17% | -2.3% | -2% | 4% | i | -3% | -0.1% | -9.6%
> CC(C)CCNC(=O)CCc1nnc(COc2ccccc2)o1
 : -1% | 13% | -0.2% | 17% | 7% | i | 6% | 0.4% | -6.8%
> CC1(C)CC(=O)C2=C(C1)OC1OC(=O)CC21C (stereo unspecified)
 : -2% | 0% | 0.9% | 11% | -1% | i | -1% | 0.2% | -2.8%
> Cc1cc(=O)[nH]c(SCC(=O)NC(c2ccccc2)c2ccccc2)n1
 : 4% | 4% | -1.1% | 0% | -6% | i | -8% | -0.1% | -6.8%
> COc1cccc(-c2nnc(SCC(=O)Nc3cc(C)on3)n2C)c1
 : 2% | -3% | 1.2% | -3% | 11% | i | -6% | 0.0% | -5.2%
> O=S(=O)(Nc1ccc(Oc2ncccn2)c(Cl)c1)c1ccc(F)cc1
 : 3% | 1% | -0.5% | 1% | 2% | · | -9% | · | -7.6%
> COc1ccccc1N1CCN(C(=O)C2CCCCN2S(=O)(=O)c2ccc(C)cc2)CC1 (stereo unspecified)
 : 2% | 11% | · | 14% | -7% | i | · | -0.6% | ·
> CCn1c(Cc2ccccc2)nnc1SCC(=O)Nc1ccc2c(c1)OCO2
 : 2% | 18% | -1.7% | -1% | 4% | i | 9% | 0.2% | -4.1%
> CCOC(=O)C1CCCN(C(=O)CN2C(=O)COc3ccc(C(C)(C)C)cc32)C1 (stereo unspecified)
 : 4% | -2% | -0.8% | 2% | -5% | · | 12% | · | -4.3%
> Cc1nc2ccccc2c(=O)n1NC(=O)c1ccccc1Cl
 : -2% | 8% | -3.3% | 0% | -8% | i | -2% | -0.3% | -4.4%
> O=[N+]([O-])c1ccc2ncnc(Nc3ccc4c(c3)OCCO4)c2c1
 : 3% | -1% | 0.9% | 6% | 7% | i | -3% | -0.8% | -9.0%
> C=C(C)c1cccc(C(C)(C)NC(=O)N2CCN(c3ccccn3)CC2)c1
 : 1% | 2% | 0.9% | 1% | 0% | i | 10% | -0.2% | -3.6%
> CS(=O)(=O)N1CCCC(C(=O)NCc2ccc(F)cc2)C1 (stereo unspecified)
 : -3% | 13% | 0.6% | 4% | -3% | i | -2% | -0.2% | -1.6%
> Cc1ccc(-c2nnn(CC(=O)N(c3ccccc3)C(C(=O)NCC3CCCO3)c3ccc(Cl)cc3)n2)cc1 (stereo unspecified)
 : 0% | -20% | -0.8% | -1% | -5% | i | 3% | -0.1% | -6.2%
> CN(CCC#N)C(=O)CC(Cc1ccccc1)C1CCOC(C)(C)C1 (stereo unspecified)
 : 2% | 8% | · | -5% | -16% | i | · | -0.3% | ·
> N=C(N)SCc1ncccc1O
 : 1% | 1% | · | -4% | -7% | i | · | 0.2% | ·
> CCN(CC)C(=O)CCNS(=O)(=O)c1ccc(C)cc1
 : -5% | 1% | -0.8% | -4% | 7% | i | 8% | -0.4% | -4.2%
> O=C(NCc1ccc(F)cc1Cl)C1CCN(S(=O)(=O)N2CCC3(CC2)OCCO3)CC1
 : -12% | -6% | -1.1% | 0% | 18% | i | -6% | -0.9% | -4.0%
> C=CCN(CC(O)c1cccc([N+](=O)[O-])c1)C(C)CCc1ccccc1 (stereo unspecified)
 : 0% | 3% | · | -1% | -15% | i | · | -0.5% | ·
> CCOC(=O)c1c(NC(=O)CSc2cn(CC)c3ccccc23)sc2c1CCC2
 : 1% | 14% | -1.5% | 12% | 2% | i | 10% | 0.1% | -4.3%
> COc1ccc(CC(=O)NCc2cccs2)cc1
 : -4% | -16% | -0.6% | 2% | 2% | i | 12% | 1.1% | 0.9%
> O=C1C=C(Nc2ccccc2O)c2ccccc2C1=O
 : 13% | 18% | -0.1% | 4% | 5% | i | 63%* | ? | 4.7%
> CCOC(=O)C1=C(N)OC2=C(C(=O)CC(C)(C)C2)C1c1cccnc1 (stereo unspecified)
 : 4% | -1% | 0.0% | 2% | -4% | i | 5% | 0.0% | 1.8%
> Cc1nc(N2CCN(c3ccccn3)CC2)c2c(C)c(C(=O)Nc3ccc(F)cc3F)sc2n1
 : 1% | -1% | -1.8% | 4% | -7% | i | -1% | -0.1% | -8.2%
> O=C(N/N=C/c1ccc(Br)s1)c1cccc([N+](=O)[O-])c1
 : 5% | 12% | 0.4% | 19% | -12% | i | -5% | 1.7% | -4.8%
> CCCn1c(N)c(NCCN2CCOCC2)c(=O)n(CC(=O)NCc2ccccc2)c1=O
 : 11% | -3% | -2.2% | 3% | -6% | i | -16% | 0.1% | -6.6%
> CCCn1c(-c2cccc([N+](=O)[O-])c2)nc2c1c(=O)[nH]c(=O)n2Cc1ccccc1
 : 3% | 3% | 2.8% | 6% | 1% | i | 12% | 0.7% | -2.3%
> CCCCn1c(-c2nonc2N)nc2ccccc21
 : 2% | -2% | 3.4% | -1% | 10% | i | 8% | 0.3% | -4.8%
> Cc1ccc([N+](=O)[O-])cc1NC(=S)NC(=O)CC(C)(C)C
 : 12% | -1% | 0.0% | 2% | -3% | i | 8% | 0.5% | -2.0%
> CCC(C)(C)NC(=O)Cn1c(-c2ccc(C)cc2)noc1=O
 : 0% | 2% | · | 14% | 2% | i | · | 0.4% | ·
> CCOC(=O)Cn1nc(-c2ccc(Cl)cc2)cc1N
 : 7% | 9% | 0.0% | -3% | 2% | i | 18% | -0.6% | -3.3%
> Cn1nnnc1SCc1ccc(F)cc1
 : -2% | -10% | -0.9% | -2% | 2% | i | -2% | 0.3% | -4.0%
> C/C(=N/N=C1/NC(=O)CC(C(=O)O)S1)c1ccccc1 (stereo unspecified)
 : 3% | 35% | -1.8% | 3% | -12% | i | -5% | 0.0% | -1.3%
> Cc1ccc(C(=O)NCCSC(C)(C)C)cc1[N+](=O)[O-]
 : 3% | -4% | -2.2% | -3% | -4% | i | 8% | -0.6% | -9.1%
> CCCNC(=O)c1sc2c(c1C(=O)Nc1ccccn1)CCCC2
 : -4% | 11% | -0.5% | 8% | 2% | i | 6% | -0.9% | -6.5%
> CCc1cc2ccc(C)cc2nc1SCC(=O)Nc1cc(OC)c(OC)cc1C(=O)O
 : 18% | <1µM* | -0.1% | 7% | 1% | i | 0% | -0.2% | -5.8%
> c1ccc2oc(SCc3cn4ccccc4n3)nc2c1
 : -3% | 11% | · | -8% | 64% | i | 0% | -0.9% | -6.8%
> Cc1ccc(CN2CCN(C/C=C/c3ccc(F)cc3)CC2CCO)o1 (stereo unspecified)
 : · | · | -1.1% | 0% | · | i | 2% | -1.1% | -8.0%
> COc1ccc(CCNC(=O)CSc2nc(N)c3c(C)c(C)oc3n2)cc1OC
 : 11% | 4% | -3.0% | -7% | -7% | i | 9% | -0.2% | -0.5%
> Cc1ccc(-c2nc3ccccc3s2)cc1NC(=O)c1cc(-n2cnnc2)ccc1Cl
 : 0% | 0% | -0.9% | 2% | 12% | i | -11% | 0.4% | -5.4%
> CC1Cc2ccccc2N1S(=O)(=O)c1cccc(C(=O)Nc2cccnc2)c1 (stereo unspecified)
 : -8% | -12% | · | -1% | -4% | i | · | -0.3% | ·
> Nc1ccnn1Cc1ccncc1
 : -14% | 13% | -0.2% | -4% | -3% | i | 20% | -0.3% | -5.4%
> C=CCOC(=O)C1=C[C@H](C2CCCCC2)[C@@H](CCCO)[C@H](OCC)O1
 : 3% | -2% | 2.1% | -3% | -10% | i | 3% | 2.5% | -8.4%
> CC1(C)CC(=O)C(C2=NC(C)(C)Cc3ccccc32)=C(O)C1
 : 6% | 0% | 2.2% | 0% | -2% | i | -10% | -0.3% | -0.3%
> COc1ccc(NC(=S)N2CCN(c3ccccn3)CC2)cc1OC
 : 4% | -13% | -0.5% | -7% | -7% | i | 21% | -0.6% | -9.1%
